T cell HTS – modulates CD8 T cell binding to vesicles; 2C CD8+ T cell-vesicle binding, flow cytometry; hits give low values; calls only at 7 µM; actives 0.068% (n = 330,000); AID 2052;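 active means response, share of CD8 T cells binding vesicles, and their 90th percentile fluorescence all below set limits, cut at about 80% in these data, passing the limit was not always enough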
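incubation = binding step 1.5 h, 37 °C, antibody labelling 20 min, ice | test system = 2C mouse CD8+ T cells | read-out basis = percent CD8+ FL2 mean versus row control | controls = Peptide-free naked vesicles (low) and QL9 vesicles with 0.7% DMSO vehicle (high) | detection = flow cytometry of vesicle-bound cells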
Myeloid diff 2 – myeloid differentiation induction; AID 624256; ER-HoxA9 myeloid progenitors, lysozyme-GFP differentiation, flow cytometry; actives 1% (n = 360,000); calls only at 10 µM;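 active means normalized GFP-positive differentiation at or above the plate's own cutoff, the solvent-only control mean plus 3 SD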;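 further: cells exposed to compound for four days before flow analysis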
Rac1 GTP hydrolysis – MgcRacGAP GTPase-activating activity inhibitors, confirmation, biochemical, ADP Hunter fluorescence; MgcRacGAP-stimulated Rac1 GTP hydrolysis, ADP Hunter fluorescence; higher % means a stronger effect; GST-tagged Rac1 F28L mutant substrate; inhibition, % at 30 µM, or IC50 in µM where a hit was titrated; actives 0.6% (n = 340,000); AID 624330;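 active means first-screen hits whose inhibition reached a set limit at any dose in the follow-up dose series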;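 further: fluorescence reports GDP produced by GAP-driven GTP hydrolysis; strong numbers were not always called active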
K1F lysis inhibition – protection from phage-mediated lysis, alamar blue read-out – E. coli UTI89, K1F phage, bacterial capsule biogenesis inhibitors (AID 488966). E. coli UTI89 K1F phage lysis, alamar blue, 2 h; higher % means a stronger effect. inhibition, % at 100 µM, or IC50 in µM where a hit was titrated. actives 0.02% (n = 340,000);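 active means phage lysis inhibition, versus mean bacterial control, above a set limit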;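 further: capsule biogenesis inhibitors block K1F phage lysis so surviving cells raise fluorescence; higher fluorescence means more inhibition of phage lysis; actives were called in the ten point dose series up to 300 µM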
TNAP activators – human TNAP enzyme activators, primary screen, biochemical, luminescent, no phosphate acceptor, uHTS (AID 1001); purified TNAP, luminescent activation assay, no phosphate acceptor; higher activation fold means a stronger effect; one-dose activation fold at 20 µM; EC50 in µM for titrated hits; actives 0.03% (n = 200,000); in the data active means activation fold from about 3, or a potency from the dose series; inactive means the rest, 99 in 100 with activation fold below about 1.6; further: many of its hits are not listed in these tables
Salmonella PhoP GFP – inhibitors of PhoP regulon expression, primary screen, Salmonella Typhimurium, GFP reporter (AID 1863); S. Typhimurium PhoP-regulated promoter GFP reporter, 4 h; higher % means a stronger effect; one-dose inhibition, % at 50 µM; IC50 in µM for titrated hits; actives 0.16% (n = 300,000);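 active means inhibition over 29.93%, a cutoff 3 SD above the screen mean, later confirmed by dose response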;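 further: 0% = low Mg2+ inducing control and 100% = high Mg2+ repressing control; strong numbers were not always called active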
RSV CPE inhibition – RSV antiviral activity via CPE protection, HEp-2 cells, primary 10 µM value included (AID 2391); HEp-2 cells, RSV-induced CPE inhibition; higher % means a stronger effect; CPE inhibition, % at 10 µM, or IC50 in µM where a hit was titrated; actives 0.13% (n = 310,000); in the data active means a potency from the dose series; further: strong numbers were not always called active
NTR1 agonist – NTR1-driven beta-arrestin-GFP spot formation – imaging, U2OS cells, high content, primary screen (AID 493036). actives 0.17% (n = 330,000). agonist mode. activation, % at 20 µM;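 active means activation at or above 40% of the spot to cytoplasm intensity ratio, with at least 20 cells analyzed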;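 further: 0% = DMSO without peptide and 100% = 100 nM NTR1 peptide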
Target sequence (P30989 whole entry, looked up): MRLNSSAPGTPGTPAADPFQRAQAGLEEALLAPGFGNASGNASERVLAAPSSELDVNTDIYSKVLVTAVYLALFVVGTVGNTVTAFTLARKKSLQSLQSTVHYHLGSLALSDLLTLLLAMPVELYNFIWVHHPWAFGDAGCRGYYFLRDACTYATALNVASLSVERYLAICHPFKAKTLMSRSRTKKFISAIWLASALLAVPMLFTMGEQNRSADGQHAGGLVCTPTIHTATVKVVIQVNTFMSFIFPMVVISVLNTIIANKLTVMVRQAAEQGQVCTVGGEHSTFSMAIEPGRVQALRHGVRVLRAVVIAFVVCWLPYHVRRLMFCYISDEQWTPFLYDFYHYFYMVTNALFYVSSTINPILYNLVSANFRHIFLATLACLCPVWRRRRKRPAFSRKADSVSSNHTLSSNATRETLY
Large T inhibition – TAg ATPase/helicase activity blockers – biochemical (AID 1903) | SV40 large T antigen ATPase/helicase inhibition assay; higher % means a stronger effect | one-dose inhibition, % at 20 µM; IC50 in µM for titrated hits | actives 0.39% (n = 310,000); in the data active means a potency from the dose series; further: strong numbers were not always called active
T cell HTS vesicle-bound % – also measured in T cell HTS; calls as there; double positive events, %; measured here: CD8+ vesicle-bound cell fraction;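 binding gate set so that unloaded-vesicle control wells show 10% double positive cells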
NTR1 agonist cell count 20 µM – further read-out of NTR1 agonist, marked with its call; cell count; measured here: cell count, cytotoxicity flag
Myeloid diff 2 GFP+ MAC1+ % – recorded beside Myeloid diff 2, whose call it bears; GFP+ MAC1+ double positive, %; measured here: differentiation confirmed by MAC1 staining
The depositor's hits bear a star; [ ] = dose if it differs, or a comment.

Results for OC(CCN1CCOCC1)c1ccccc1 (centres undefined) ?
T cell HTS: inactive; Myeloid diff 2: inactive; Rac1 GTP hydrolysis: 1.4%; K1F lysis inhibition: -1.6%; Salmonella PhoP GFP: -5.3%; RSV CPE inhibition: -0.6%; NTR1 agonist: 0.6; Large T inhibition: 1.1%; T cell HTS vesicle-bound %: 38.8; NTR1 agonist cell count 20 µM: 62; Myeloid diff 2 GFP+ MAC1+ %: 1.1

How did O=C(CCc1nc(-c2ccccc2F)no1)NC1CCN(Cc2ccccc2)CC1 do in these assays?
T cell HTS: inactive; Myeloid diff 2: inactive; Rac1 GTP hydrolysis: 0.4%; K1F lysis inhibition: 1.5%; TNAP activators: 1; Salmonella PhoP GFP: 15.8%; RSV CPE inhibition: 0.0%; NTR1 agonist: -1.3; Large T inhibition: 10.9%; T cell HTS vesicle-bound %: 44.8; NTR1 agonist cell count 20 µM: 40; Myeloid diff 2 GFP+ MAC1+ %: 2.4

What do the screens show for `CCc1ccc(S(=O)(=O)N2CCCC(N3CCN(c4ccc(OC)cc4)CC3)C2)cc1` (centres undefined)?
T cell HTS: inactive; Myeloid diff 2: inactive; Rac1 GTP hydrolysis: 21.1%; K1F lysis inhibition: 0.2%[50 µM]; Salmonella PhoP GFP: -1.7%; RSV CPE inhibition: 1.4%; NTR1 agonist: 2.0; Large T inhibition: 11.4%; T cell HTS vesicle-bound %: 56.5; NTR1 agonist cell count 20 µM: 60; Myeloid diff 2 GFP+ MAC1+ %: 0.2

What do the screens show for `O=C(CCc1nc2sc3c(c2c(=O)[nH]1)CCCC3)Nc1cccc(Cl)c1`?
T cell HTS: inactive; Myeloid diff 2: inactive; Rac1 GTP hydrolysis: 4.1%; K1F lysis inhibition: 1.4%[50 µM]; Salmonella PhoP GFP: -9.5%; RSV CPE inhibition: -1.6%; NTR1 agonist: 5.6; Large T inhibition: 7.4%; T cell HTS vesicle-bound %: 56.7; NTR1 agonist cell count 20 µM: 53; Myeloid diff 2 GFP+ MAC1+ %: 0.6

How did CCN(CC)C(=O)c1cccc(NC(=O)c2ccccc2OCc2c(C)noc2C)c1 do in these assays?
T cell HTS: inactive; Myeloid diff 2: inactive; Rac1 GTP hydrolysis: 6.6%; K1F lysis inhibition: 0.1%[50 µM]; RSV CPE inhibition: 2.4%; NTR1 agonist: 0.5; T cell HTS vesicle-bound %: 32.8; NTR1 agonist cell count 20 µM: 54; Myeloid diff 2 GFP+ MAC1+ %: 0.6

How did O=C(NCc1ccccc1F)C1CCCN(C(=O)Nc2ccccc2)C1 (centres undefined) do in these assays?
T cell HTS: inactive; Myeloid diff 2: inactive; Rac1 GTP hydrolysis: -3.0%; K1F lysis inhibition: 0.0%; Salmonella PhoP GFP: 2.8%; RSV CPE inhibition: 2.6%; NTR1 agonist: 0.1; Large T inhibition: -4.2%; T cell HTS vesicle-bound %: 14.7; NTR1 agonist cell count 20 µM: 50; Myeloid diff 2 GFP+ MAC1+ %: 0.0

What do the screens show for `COCCNC(=O)Cn1cnc2sc(C)c(S(=O)(=O)N3CCN(c4ccccc4OC)CC3)c2c1=O`?
T cell HTS: inactive; Myeloid diff 2: inactive; Rac1 GTP hydrolysis: 2.1%; K1F lysis inhibition: 0.4%; Salmonella PhoP GFP: -1.8%; RSV CPE inhibition: 2.5%; NTR1 agonist: 0.9; Large T inhibition: 12.4%; T cell HTS vesicle-bound %: 27.2; NTR1 agonist cell count 20 µM: 38; Myeloid diff 2 GFP+ MAC1+ %: 2.4

Results for CC(=O)c1ccc(NC(=O)c2ccc(-n3cnnn3)cc2)cc1 ?
Myeloid diff 2: inactive; Rac1 GTP hydrolysis: 1.1%; K1F lysis inhibition: 0.3%[50 µM]; NTR1 agonist: -0.7; NTR1 agonist cell count 20 µM: 29; Myeloid diff 2 GFP+ MAC1+ %: 0.8

Results for Cc1cc(C)c(C)c(S(=O)(=O)Nc2ccc(C(N)=O)cc2)c1C ?
T cell HTS: inactive; Myeloid diff 2: inactive; Rac1 GTP hydrolysis: 13.9%; K1F lysis inhibition: -0.8%; TNAP activators: 1.3; Salmonella PhoP GFP: -4.0%; RSV CPE inhibition: -0.7%; NTR1 agonist: 2.0; Large T inhibition: 8.4%; T cell HTS vesicle-bound %: 39.2; NTR1 agonist cell count 20 µM: 79; Myeloid diff 2 GFP+ MAC1+ %: 0.1

Results for C/C(=N\O)C(=O)Nc1ccccc1 ?
T cell HTS: inactive; Myeloid diff 2: inactive; Rac1 GTP hydrolysis: 2.0%; K1F lysis inhibition: 1.0%; Salmonella PhoP GFP: -8.4%; RSV CPE inhibition: 2.1%; NTR1 agonist: -0.3; Large T inhibition: -2.1%; T cell HTS vesicle-bound %: 6.7; NTR1 agonist cell count 20 µM: 59; Myeloid diff 2 GFP+ MAC1+ %: 0.3

How did Cc1cccc(OCC(=O)Nc2ccc(N3CCN(S(C)(=O)=O)CC3)cc2)c1 do in these assays?
T cell HTS: inactive; Myeloid diff 2: inactive; Rac1 GTP hydrolysis: 5.0%; K1F lysis inhibition: 0.4%; TNAP activators: 1.1; Salmonella PhoP GFP: 8.4%; RSV CPE inhibition: 0.1%; NTR1 agonist: -0.7; Large T inhibition: -0.1%; T cell HTS vesicle-bound %: 22.6; NTR1 agonist cell count 20 µM: 75; Myeloid diff 2 GFP+ MAC1+ %: 0.6

What do the screens show for `CCc1nnc(NS(=O)(=O)c2ccc(NC(=S)NC(=O)/C=C/c3ccc([N+](=O)[O-])cc3)cc2)s1`?
T cell HTS: inactive; Myeloid diff 2: inactive; Rac1 GTP hydrolysis: 7.9%; K1F lysis inhibition: 1.8%; Salmonella PhoP GFP: -5.2%; RSV CPE inhibition: -0.4%; NTR1 agonist: -0.4; Large T inhibition: 30.2%; T cell HTS vesicle-bound %: 15.1; NTR1 agonist cell count 20 µM: 68; Myeloid diff 2 GFP+ MAC1+ %: 0.0

Results for CCOC(=O)c1sc(NC(=O)CCN2CC(C)OC(C)C2)c(C(=O)OCC)c1C (centres undefined) ?
T cell HTS: inactive; TNAP activators: 0.9; Salmonella PhoP GFP: 6.9%; RSV CPE inhibition: 0.5%; NTR1 agonist: -0.6; Large T inhibition: 6.6%; T cell HTS vesicle-bound %: 37.9; NTR1 agonist cell count 20 µM: 50

Results for O=C(CSc1ccc2nnc(CCNC(=O)c3ccccc3)n2n1)Nc1ccccc1 ?
T cell HTS: inactive; Myeloid diff 2: inactive; Rac1 GTP hydrolysis: 12.2%; K1F lysis inhibition: 0.1%; TNAP activators: 1; Salmonella PhoP GFP: 2.2%; RSV CPE inhibition: 0.9%; NTR1 agonist: 3.3; Large T inhibition: 0.8%; T cell HTS vesicle-bound %: 25.5; NTR1 agonist cell count 20 µM: 50; Myeloid diff 2 GFP+ MAC1+ %: 0.2

Results for CCN(CC)CC(=O)c1c[nH]c2ccccc12 ?
T cell HTS: inactive; Myeloid diff 2: inactive; Rac1 GTP hydrolysis: 11.8%; K1F lysis inhibition: -0.1%; TNAP activators: 1; Salmonella PhoP GFP: 0.3%; RSV CPE inhibition: 0.1%; NTR1 agonist: -1.0; Large T inhibition: 15.1%; T cell HTS vesicle-bound %: 34.0; NTR1 agonist cell count 20 µM: 42; Myeloid diff 2 GFP+ MAC1+ %: 1.2

What do the screens show for `COc1ccc(S(=O)(=O)N2CCCC2c2cccs2)cc1` (centres undefined)?
T cell HTS: inactive; Myeloid diff 2: inactive; Rac1 GTP hydrolysis: 13.3%; K1F lysis inhibition: 0.3%; Salmonella PhoP GFP: -7.8%; RSV CPE inhibition: 2.6%; NTR1 agonist: -0.9; Large T inhibition: 12.3%; T cell HTS vesicle-bound %: 56.1; NTR1 agonist cell count 20 µM: 48; Myeloid diff 2 GFP+ MAC1+ %: 0.3

What do the screens show for `CCCn1nnnc1NCc1ccc(Cl)cc1Cl`?
T cell HTS: inactive; Myeloid diff 2: inactive; Rac1 GTP hydrolysis: 5.7%; K1F lysis inhibition: 0.4%; TNAP activators: 1.1; Salmonella PhoP GFP: 3.8%; RSV CPE inhibition: 4.4%; NTR1 agonist: 2.1; Large T inhibition: 4.8%; T cell HTS vesicle-bound %: 23.5; NTR1 agonist cell count 20 µM: 61; Myeloid diff 2 GFP+ MAC1+ %: 0.9

How did Cc1ccc(S(=O)(=O)n2cccc2C)cc1 do in these assays?
T cell HTS: inactive; Myeloid diff 2: inactive; RSV CPE inhibition: 1.2%; NTR1 agonist: -0.2; Large T inhibition: 17.1%; T cell HTS vesicle-bound %: 19.6; NTR1 agonist cell count 20 µM: 55; Myeloid diff 2 GFP+ MAC1+ %: 0.1

Results for COc1ccc(C(=O)OCC(=O)NC(=O)NC2CCCC2)c(O)c1 ?
T cell HTS: inactive; Myeloid diff 2: inactive; Rac1 GTP hydrolysis: -0.4%; K1F lysis inhibition: 0.7%; TNAP activators: 1; Salmonella PhoP GFP: 0.5%; RSV CPE inhibition: 2.1%; NTR1 agonist: 1.7; Large T inhibition: -3.5%; T cell HTS vesicle-bound %: 39.3; NTR1 agonist cell count 20 µM: 60; Myeloid diff 2 GFP+ MAC1+ %: 0.4

How did O=C(CN1C(=O)S/C(=C/c2cc(Br)cs2)C1=O)N1CCOCC1 do in these assays?
T cell HTS: inactive; Myeloid diff 2: inactive; Rac1 GTP hydrolysis: 3.1%; K1F lysis inhibition: 2.5%; TNAP activators: 1; Salmonella PhoP GFP: -9.3%; RSV CPE inhibition: 2.0%; NTR1 agonist: -0.2; Large T inhibition: 12.7%; T cell HTS vesicle-bound %: 3.3; NTR1 agonist cell count 20 µM: 66; Myeloid diff 2 GFP+ MAC1+ %: 1.0

Results for O=C(Nc1ccccc1)c1ccc(OC(=O)c2ccccc2)cc1 ?
T cell HTS: inactive; Myeloid diff 2: inactive; Rac1 GTP hydrolysis: 5.9%; K1F lysis inhibition: 0.0%; Salmonella PhoP GFP: 4.0%; RSV CPE inhibition: 4.5%; NTR1 agonist: 0.2; Large T inhibition: 13.0%; T cell HTS vesicle-bound %: 60.5; NTR1 agonist cell count 20 µM: 67; Myeloid diff 2 GFP+ MAC1+ %: 0.7

What do the screens show for `CCCc1nc(SC2CCCC2)c2c(=O)n(C)c(=O)n(C)c2n1`?
T cell HTS: inactive; Myeloid diff 2: inactive; Rac1 GTP hydrolysis: 10.3%; K1F lysis inhibition: -0.8%; TNAP activators: 1.1; Salmonella PhoP GFP: 0.3%; RSV CPE inhibition: 13.4%; NTR1 agonist: 20.8; Large T inhibition: 16.2%; T cell HTS vesicle-bound %: 36.1; NTR1 agonist cell count 20 µM: 104; Myeloid diff 2 GFP+ MAC1+ %: 1.3

High-throughput results as filed in PubChem.
